GLP1R ag = agonists of human GLP-1 receptor. P43220. HEK293 GLP-1R CRE-luciferase, luminescence, 4-6 h; cells express a hypersensitive GLP-1R form. Potency, µM (top dose mostly 45.6 µM), without a hit: top-dose activation, hits mostly activators. 380,000 tested, 0.007% active. AID 624172; also: potency is read from the fitted curve at half-maximal effect; % of control where 0% means no effect
Target sequence (P43220 whole entry, looked up): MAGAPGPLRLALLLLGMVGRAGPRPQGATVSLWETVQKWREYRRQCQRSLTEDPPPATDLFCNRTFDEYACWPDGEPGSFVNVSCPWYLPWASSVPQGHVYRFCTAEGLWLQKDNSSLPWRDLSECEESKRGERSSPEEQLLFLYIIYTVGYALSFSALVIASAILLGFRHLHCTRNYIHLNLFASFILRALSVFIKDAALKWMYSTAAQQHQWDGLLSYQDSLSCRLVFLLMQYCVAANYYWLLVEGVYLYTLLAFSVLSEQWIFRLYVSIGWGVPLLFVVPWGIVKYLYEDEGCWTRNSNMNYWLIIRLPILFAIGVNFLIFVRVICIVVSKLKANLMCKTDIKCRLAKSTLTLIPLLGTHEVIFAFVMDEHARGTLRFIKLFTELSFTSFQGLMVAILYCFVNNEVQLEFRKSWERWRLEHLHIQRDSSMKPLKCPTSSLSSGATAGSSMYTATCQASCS
KB-V1 MDR tox = kills drug-selected multidrug resistant KB-V1 cells | KB-V1 MDR cells viability, CellTiter-Glo, 72 h | 400,000 tested, 3.4% active | Potency, µM (highest dose often 46.1 µM), inactives show at the top dose activity change, negative = cytotoxicity, most hits filed as cytotoxic; also: potency is read from the fitted curve at half-maximal effect; % is scaled to controls: 0 for no effect and ±100 for the full control effect; nearly all actives have a fitted effect of over 60% in size
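Following 72 h at 37 degrees C with compound, KB-V1 cell viability was read by CellTiter-Glo luminescence, medium being phenol-red-free DMEM plus 10% FBS; concentration-response parameters came from normalized, curve-fitted qHTS data.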
D3 antag = antagonists of human D3 dopamine receptor. P35462. D3R cells, DiscoveRx beta-arrestin luminescence, antagonist mode; active compounds read low. max response, negative = inhibition, %. 360,000 tested, 2.5% active; in the data active = max response below about -50%; inconclusive = no clear call, values can overlap the other calls; also: % is scaled to controls: 0 for no effect and ±100 for the full control effect; mostly tested at two doses, the higher about 12 µM
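Cells plated overnight at 1500 cells/well, then exposed to library compounds with dopamine controls for 90 minutes at 37 degrees C. DiscoveRx reagent added for 30–60 minutes at room temperature; luminescence read, quantitative HTS format.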
PTHR1 ag = PTHR1 (human) receptor agonism | Q03431 | HEK293 GP2 PTHR1 cells, GloSensor cAMP luminescence, 1 h | Potency, µM (doses to about 115 µM), without a hit: at the highest dose activation, actives largely listed as activators | 410,000 tested, 0.075% active | AID 743266; also: potency is read from the fitted curve at half-maximal effect; nearly all actives have a fitted effect of over 55% in size; some results filed as inactive show a strong effect at the top dose; inactives centre near -15; many of its hits are not listed in these tables
Target sequence (Q03431 whole entry, looked up): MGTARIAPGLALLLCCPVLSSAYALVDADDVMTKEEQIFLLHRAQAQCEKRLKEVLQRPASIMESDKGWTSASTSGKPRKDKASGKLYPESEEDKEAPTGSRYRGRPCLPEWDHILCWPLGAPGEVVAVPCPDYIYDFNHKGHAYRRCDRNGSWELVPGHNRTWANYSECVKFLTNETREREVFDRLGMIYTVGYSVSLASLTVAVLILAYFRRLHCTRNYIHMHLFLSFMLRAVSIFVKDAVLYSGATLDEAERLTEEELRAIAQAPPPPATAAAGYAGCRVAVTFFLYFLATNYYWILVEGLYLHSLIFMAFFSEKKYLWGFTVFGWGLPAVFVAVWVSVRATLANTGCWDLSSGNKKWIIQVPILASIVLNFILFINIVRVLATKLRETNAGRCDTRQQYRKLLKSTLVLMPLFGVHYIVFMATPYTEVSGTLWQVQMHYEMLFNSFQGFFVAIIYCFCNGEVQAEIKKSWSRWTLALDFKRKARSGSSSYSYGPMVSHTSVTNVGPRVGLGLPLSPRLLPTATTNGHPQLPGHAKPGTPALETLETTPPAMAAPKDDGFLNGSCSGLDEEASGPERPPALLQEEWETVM
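HEK-293-derived GP2 cells expressing PTHR1 and a GloSensor cAMP reporter, 3,000/well, plated overnight, given luciferin plus IBMX (each 0.5 mM as added) for 1 h at 37 °C, then compound for 1 h at 37 °C. Luminescence was read after 15 min at room temperature.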
TDP43 rescue = TDP-43 toxicity inhibition in yeast. Potency, µM (top dose mostly 46.1 µM), for the others: at the top dose growth rescue (activation), usual class: activators. AID 652104. TDP-43 expressing yeast growth rescue, BacTiter-Glo, 24 h. 410,000 tested, 1.8% active; also: potency is read from the fitted curve at half-maximal effect; % of control where 0% means no effect; nearly all actives have a fitted effect of over 50% in size
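Galactose-induced TDP-43 yeast, OD600=0.02, compound pinned; 24 hr, 30 deg C; BacTiter-Glo luminescence for growth. Inhibitors of TDP-43 toxicity read as activators.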
D3 ag = D3 dopamine receptor (human) agonism. max activation, %. D3R DiscoveRx beta-arrestin cells, luminescence, 90 min. P35462. AID 652048. 410,000 tested, 0.58% active; in the data active = max activation above about 30%; also: 0% is about no effect; mostly tested at two doses, the higher about 12 µM
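Cells at 1500/well, incubated overnight, then treated with pinned compounds (dopamine as control) for 90 min at 37 degrees C. DiscoveRx reagent added for 30 - 60 minutes at room temperature; luminescence read.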
GLP1R cytotox = cytotoxicity counter-screen for GLP-1 receptor inverse agonists | Potency, µM (doses to about 38.3 µM), for inactives: top-dose activity change, negative = inhibition, most hits filed as inhibitors | HEK293 cAMP-luciferase reporter cells, luminescence, 24 h | 410,000 tested, 0.13% active | AID 624418;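 also: loss of luciferase light is scored as toxicity; potency is read from the fitted curve at half-maximal effect; % is scaled to controls: 0 for no effect and ±100 for the full control effect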
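Here, cytotoxicity is scored as loss of luminescence. The MLSMR collection was tested on cells seeded in medium containing 10% Nu serum, with a 24 hr compound exposure preceded by 12 hours of culture.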
aSyn rescue = alpha-synuclein toxicity inhibition in yeast; Yeast expressing alpha-synuclein, growth rescue, BacTiter-Glo, 24 h; Potency, µM (titrated, usually from 46.1 µM), for the others: top-dose growth rescue (activation), hits mostly activators; 370,000 tested, 0.14% active; also: potency is read from the fitted curve at half-maximal effect; % of control where 0% means no effect; nearly all actives have a fitted effect of over 65% in size
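Rescue of yeast growth: cells expressing toxic alpha-synuclein, induced in galactose at OD600 0.02, incubated with compound 24 h at 30 C. ATP luminescence quantified growth; inhibitors of toxicity appear as activators.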
GLP-1R inv ag = GLP-1 receptor (human) inverse agonism | P43220 | HEK293 GLP-1R CRE-luciferase, luminescence, 24 h; GLP-1R form is constitutively active | Potency, µM (series often up to 38.3 µM), for the others: at the top dose activity change, negative = inhibition, actives largely listed as inhibitors | 410,000 tested, 1.6% active | AID 624417; also: potency is read from the fitted curve at half-maximal effect; % is scaled to controls: 0 for no effect and ±100 for the full control effect; nearly all actives have a fitted effect of over 55% in size
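Inverse agonists were sought by their lowering of basal cAMP reporter luciferase output in HEK293 cells stably carrying constitutively active human GLP-1R, after 24 h compound treatment.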
The depositor's hits bear a star; i = inactive; ? = inconclusive; · = no result given; & = joins results of further samples; [ ] = remark or other dose. Unless noted, calls follow the shape of the dose curve; as a rule, active = well fitted curve in the direction sought with a large enough effect; inconclusive = small, poorly fitted or top-dose-only effect, or another doubt; inactive = no such curve, though single readings can be large; an effect the other way counts as inactive or inconclusive.

SMILES	GLP1R ag	KB-V1 MDR tox	D3 antag	PTHR1 ag	TDP43 rescue	D3 ag	GLP1R cytotox	aSyn rescue	GLP-1R inv ag
Cc1noc(C)c1NC(=O)Nc1cccc2c1O[C@H](CN(C)S(=O)(=O)c1ccc(F)cc1)[C@@H](C)CN([C@H](C)CO)C2=O	-1%	2%	-1	-24%	1%	-21	3%	-2%	-2%
O=C(c1cccs1)n1nc(-c2ccccc2)nc1NCc1ccc(F)cc1	1%	13µM*	-16	i	-3%	-15	-21%	14%	3%
O=[N+]([O-])c1cccc(-c2cnc3ccccc3n2)c1	10%	3%	35	-9%	6%	-4	5%	2%	19%
CC(=O)N1CCOc2ccc(S(=O)(=O)N3CCC(C(=O)Nc4cc(C)cc(C)c4)CC3)cc21	3%	14%	3	-10%	20%	3	2%	4%	-27%
CN(C(=O)CSc1nnc(-c2ccccc2F)o1)C1CCCCC1	·	-3%	·	i	?	5	-2%	·	14%
Cc1ccc(C)c(S(=O)(=O)NCC(c2ccco2)S(=O)(=O)c2ccc(F)cc2)c1 (stereo not drawn)	·	·	·	-29%	?	-13	3%	·	-17%
Cn1nc(-c2ccc(Cl)cc2)cc1NC(=O)Nc1ccccc1	1%	-18%	6	-14%	4%	3	-11%	0%	?
Cc1c(Cl)cccc1NC(=O)CC1SCCNC1=O (stereo not drawn)	-4%	-11%	-26	12%	7%	-2	-5%	-1%	1%
COc1ccc(C(CNC(=O)c2oc3ccc(F)cc3c2C)N2CCCCC2)cc1 (stereo not drawn)	2%	29%	-104*	i	1%	-23	-20%	0%	?
Cc1ccc(/C=N/NC(=O)c2cccc(S(=O)(=O)Nc3ccccc3Cl)c2)s1	-2%	0%	-28	i	0%	-6	-6%	3%	?
O=P(c1ccccc1)(c1ccccc1)C(O)c1ccncc1 (stereo not drawn)	2%	14%	10	-3%	-6%	-1	-3%	-2%	26%
CCC(CC)NC(=O)Nc1cccc(C)c1C	3%	2%	17	i	-14%	0	8%	-3%	7%
COC(=O)c1nnn(-c2cccc(Cl)c2)c1C(=O)OC	10%	28%	55	i	-7%	3	-2%	6%	9%
Cc1ccc(-c2nnn(CC(=O)Nc3cccc4cccnc34)n2)o1	5%	0%	10	-27%	18%	-4	-7%	6%	6%
CC(C(=O)NC1CCCC1)n1c(-c2ccncc2)nc2ccccc21 (stereo not drawn)	·	-9%	18	i	?	5	1%	-1%	10%
OC(c1ccccc1)C(O)c1ccccc1 (stereo not drawn)	1%	8%	47	i	3%	-11	-7%	-2%	-10%
CCOC(=O)N1CCN(S(=O)(=O)N2CCCC(C(=O)NCc3ccccc3OC)C2)CC1 (stereo not drawn)	-1%	0%	9	-14%&-54%	-9%&19%	8&10	8%&3%	1%	-11%&-10%
O=C(OCC#Cc1c(COC(=O)c2ccccc2)nnn1Cc1ccccc1)c1ccccc1	19%	-7%	-20	-3%	1%	0	8%	14%	?
C=CCN1C(=O)C2C(C(=O)NC3CCCC3)C3C=CC2(O3)C1C(=O)NC1CCCC1 (stereo not drawn)	7%	-3%	7	i	-9%	6	6%	-1%	26%
O=C(CNS(=O)(=O)/C=C/c1ccccc1)OCC(=O)N1CCC(Cc2ccccc2)CC1	-2%	25%	-28	17%	0%	6	10%	13%	-11%
CN(Cc1ccccc1)C(=O)c1ccc(Nc2nc(CN)cs2)nc1	13%	4%	0	i	22%	-11	-17%	-5%	17%
O=C(NNC(=O)c1ccccc1Cl)c1ccccc1Cl	2%	17%	1	i	-10%	6	1%	8%	36%[activator]
COc1ccc(C(C)(O)c2nc(-c3ccccc3OC)cs2)cc1 (stereo not drawn)	10%	?	-14	-18%	18%	-7	-11%	19%	-59%
COc1ccccc1N1CCN(C(=O)CSc2nnc(NC(=O)c3ccco3)s2)CC1	10%	?	16	i	6%	-1	0%	-3%	5%
COc1cc2cc(CNc3ccc(C)cc3)c(=O)n(CC(=O)Nc3ccc(F)cc3F)c2cc1OC	·	·	·	-30%[inhibitor]	3%	-7	-7%	·	12%

Other structures follow.
SMILES	GLP1R ag	KB-V1 MDR tox	D3 antag	PTHR1 ag	TDP43 rescue	D3 ag	GLP1R cytotox	aSyn rescue	GLP-1R inv ag
O=C(Nc1ccc(S(=O)(=O)Nc2cnc3ccccc3n2)cc1)c1ccc(F)cc1	1%	-14%	-9	-34%[inhibitor]	1%	3	24%	1%	30%
Cc1ccc(-c2nc(NCCN3CCOCC3)c3ccccc3n2)cc1	9%	-2%	-24	i	-11%	2	-8%	-2%	0%
N#Cc1ccc(OCc2c(-c3ccccc3)nnn2CC(=O)O)cc1	-6%	3%	0	-5%	18%	3	-13%	-1%	-8%
CC1CC1C(=O)N1CCN(S(=O)(=O)c2cccc(F)c2)CC1 (stereo not drawn)	-7%	-14%	12	-6%	4%	0	-1%	1%	-16%
Cn1c2ccccc2c2nnc(SC3CCOC3=O)nc21 (stereo not drawn)	-6%	-7%	29	-23%[57.5 µM]	23%	1	13%	6%	3%
O=C(Nc1ccc(F)cc1F)c1ccc(-n2cnnc2)cc1	·	24%	·	i	1%	5	-13%	·	3%
O=C(NCCOc1ccccc1)c1cc(C(=O)NCCOc2ccccc2)cc([N+](=O)[O-])c1	-23%	3.7µM*	8	-29%	-12%	-10	-6%	-1%	?
CC(C)c1nc2oc3c(NCC4CCCO4)ncnc3c2c2c1CCC2 (stereo not drawn)	2%	?	20	i	7%	0	-10%	10%	-1%
CCn1c(=NC(=O)c2ccc(S(=O)(=O)N(C)C)cc2)sc2cccc(OC)c21	-4%	0%	3	-48%[inhibitor]	-22%	-1	-3%	-7%	13%
CCc1nc2ccc(C(=O)NCCOc3ccc(OC)cc3)cn2c1N(CCN(C)C)CC1CC1	4%	-2%	0	-1%	-13%	-10	0%	?	?
Fc1ccc(CSc2ccc(-c3ccco3)nn2)cc1	-1%	?	?	-65%[inhibitor]	0%	-1	-10%[1.53 µM]	-1%	21%
CCCCOC(=O)c1ccc(NC(=O)c2cc(Cl)c(Cl)cc2C(=O)O)cc1	-1%	5%	11	i	1%	4	-1%	3%	?
COc1ccc(C)cc1-n1cnc2sc(C)c(C)c2c1=O	10%	?	20	i	19%	5	-16%	-1%	-7%
Cc1ccc(C(=O)N2CCCCC2CCN2CCCCC2)cc1 (stereo not drawn)	·	·	·	i	29%	-13	-5%	·	-9%
Cc1ccc(NC(=O)c2ccc(-c3cccc(Cl)c3C)o2)cc1	·	1%	·	i	3%	-17	-7%	·	?
Cc1cccc(OC(C)C(=O)NC2CCS(=O)(=O)C2)c1C (stereo not drawn)	-6%	-10%	2	-67%[inhibitor]	-11%	-13	-1%	7%	-7%
CCN1C(=O)[C@H]2[C@@H](c3ccc(OC)cc3)N3C(=O)CN(Cc4ccccc4)C(=O)[C@@]3(Cc3ccccc3)[C@H]2C1=O	7%	?	8	20%	24%	19	?	-6%	9%
Cn1cc(Br)c(-c2cccc(NC(=O)CC(C)(C)CC(=O)O)c2)n1	8%	25%	-17	i	-29%	-3	-1%	0%	47%[activator]
COc1ccc(NC(=O)c2sc3nc(N4CCCC4)c4c(c3c2N)CC(C)(C)OC4)cc1	31%	19%	49	-22%	?	10	0%	-1%	9%
COc1ccc2c(c1)OC(=O)CC2c1cc(OC)c(OC)c(OC)c1 (stereo not drawn)	1%	-19%	1	-14%	26%	1	-28%	-2%	?
Cc1ccc(N2C(=O)CSC2=S)cc1C	-3%	2%	19	-24%	11%	8	-10%	-5%	-20%
CCC(C)NC(=O)CNC(=O)c1nn(-c2ccc(OC)c(Cl)c2)c(=O)c2ccccc12 (stereo not drawn)	11%	19%	5	i	8%	3	-2%	3%	3%
O=C(O)CCNc1ccc2c(c1)OCCO2	-5%	-14%	-29	?	-28%	-6	13%	-7%	10%
CCC(C)(C)NC(=O)C(c1cccc(OC)c1OC)N(C(=O)CCC(=O)Nc1cc(C)on1)C(C)C (stereo not drawn)	6%	-28%	-17	-7%	5%	-12	6%	1%	5%
COC(=O)c1ccc(N2CCN(C)CC2)c(NC(=O)COc2ccccc2)c1	14%	-6%	6	i	5%	17	4%	-3%	-6%

Ordered by heavy-atom count (smallest number first): 3 of the compounds above
SMILES	GLP1R ag	KB-V1 MDR tox	D3 antag	PTHR1 ag	TDP43 rescue	D3 ag	GLP1R cytotox	aSyn rescue	GLP-1R inv ag
Cn1nc(-c2ccc(Cl)cc2)cc1NC(=O)Nc1ccccc1	1%	-18%	6	-14%	4%	3	-11%	0%	?
O=C(c1cccs1)n1nc(-c2ccccc2)nc1NCc1ccc(F)cc1	1%	13µM*	-16	i	-3%	-15	-21%	14%	3%
CCc1nc2ccc(C(=O)NCCOc3ccc(OC)cc3)cn2c1N(CCN(C)C)CC1CC1	4%	-2%	0	-1%	-13%	-10	0%	?	?

Going on with the list:
SMILES	GLP1R ag	KB-V1 MDR tox	D3 antag	PTHR1 ag	TDP43 rescue	D3 ag	GLP1R cytotox	aSyn rescue	GLP-1R inv ag
COc1cc(OCc2ccccc2)c2c(CCC(=O)O)cc(=O)oc2c1	2%	?	-8	i	23%	1	9%	7%	5%
N#CC1=C(N)OC2=C(C(=O)CC(c3ccccc3)C2)C1c1ccc2c(c1)OCO2 (stereo not drawn)	2%	4%	0	-31%[inhibitor]	9%	1	-24%	0%	?
Cc1cc(NC(c2nnc(-c3ccccc3)o2)c2ccccc2F)ccc1Br (stereo not drawn)	·	-14%	·	i	20%	-12	-2%	·	?
CC(C)(C)c1ccc(C(O)c2ncc(-c3cccc(F)c3)[nH]2)cc1 (stereo not drawn)	2%	-4%	-18	-97%[inhibitor]	10%	-7	-13%	5%	?
O=C(NCCCn1ccnc1)c1ccc(Br)c(S(=O)(=O)N2CCOCC2)c1	11%	4%	2	-10%[57.5 µM]	-7%	-3	-15%	-1%	4%
CC(=O)c1ccc(S(=O)(=O)NCCCC(=O)N(C)Cc2ccc3c(c2)OCO3)cc1	1%	8%	1	-7%	9%	-8	-7%	8%[1.84 µM]	-12%

Source: PubChem BioAssay (National Center for Advancing Translational Sciences (NCATS))

Not all compounds are listed, so the mix of outcomes need not match the whole.
